Screening data: PubChem, National Center for Advancing Translational Sciences (NCATS)
MCF10A rerep = A quantitative high throughput screen for small molecules that induce DNA re-replication in MCF 10a normal breast cells. MCF 10A DNA re-replication, Hoechst nuclear intensity, 48 h. Potency, µM (highest dose often 46.1 µM), inactives show at the highest dose activity, positive = re-replication, actives largely listed as activators. 350,000 tested, 2.9% active. AID 624296, 2012; note: % of control where 0% means no effect; nearly all actives have a fitted effect of over 50% in size
S2 tox = Viability Counterscreen for Primary qHTS for Inhibitors of ATXN expression; S2 cells (HEK-293 line with an ATXN2-luciferase reporter) viability, CellTiter-Fluor protease fluorescence, 24 h; Potency, µM (highest dose often 56.7 µM), hits mostly cytotoxic; 400,000 tested, 0.49% active; AID 651635, 2014; note: nearly all actives have a fitted effect of over 40% in size
HepG2 tox = qHTS for Inhibitors of TGF-b: Cytotox Counterscreen | HepG2 CAGA-GFP viability, ATP luminescence, 18 h | Potency, µM (doses to about 46.1 µM), inactives show top-dose activity change, negative = cytotoxicity, usual class: cytotoxic | 410,000 tested, 0.76% active; note: some results filed as inactive show a strong effect at the top dose
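HepG2 CAGA-GFP cells (1000/well, DMEM with 1% FBS) received compound, then TGF-beta at 500 pg/mL final, and were incubated 18 hours at 37 degrees C. Viability was read by CellTiter-Glo luminescence. Media-only wells were set as complete cell-killing and DMSO as no toxicity.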
A549 tox = Nrf2 qHTS screen for inhibitors: counterscreen for cytotoxicity | Potency, µM (doses to about 46 µM), without a hit: top-dose activity change, negative = cytotoxicity, actives largely listed as inhibitors | 390,000 tested, 0.16% active | A549 ARE-Fluc cells, CellTiter-Fluor viability, 18-24 h; note: % is set by controls: 0 for no effect and ±100 for the full control effect
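A549 ARE_Fluc cells in 5% FBS OPTI-MEM were exposed to compounds in concentration-response for 18-24 h at 37 deg C. Viability was read by CellTiter-Fluor fluorescence (Ex 405/Em 525) after 30 min, before the luciferase read.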
EPAC2 antagonist = qHTS for Antagonist of cAMP-regulated guanine nucleotide exchange factor 2 (EPAC2): primary screen; Rap guanine nucleotide exchange factor 4 (Homo sapiens), Q8WZA2; EPAC2 GEF exchange of Rap1B-BODIPY-GDP, fluorescence; Potency, µM (top dose mostly 114 µM), without a hit: at the top dose activity, negative = inhibition, usual class: inhibitors; 360,000 tested, 0.18% active; AID 720708, 2013; note: % is set by controls: 0 for no effect and ±100 for the full control effect; nearly all actives have a fitted effect of over 45% in size; many of its hits are not listed in these tables
Target sequence (Q8WZA2 whole entry, looked up): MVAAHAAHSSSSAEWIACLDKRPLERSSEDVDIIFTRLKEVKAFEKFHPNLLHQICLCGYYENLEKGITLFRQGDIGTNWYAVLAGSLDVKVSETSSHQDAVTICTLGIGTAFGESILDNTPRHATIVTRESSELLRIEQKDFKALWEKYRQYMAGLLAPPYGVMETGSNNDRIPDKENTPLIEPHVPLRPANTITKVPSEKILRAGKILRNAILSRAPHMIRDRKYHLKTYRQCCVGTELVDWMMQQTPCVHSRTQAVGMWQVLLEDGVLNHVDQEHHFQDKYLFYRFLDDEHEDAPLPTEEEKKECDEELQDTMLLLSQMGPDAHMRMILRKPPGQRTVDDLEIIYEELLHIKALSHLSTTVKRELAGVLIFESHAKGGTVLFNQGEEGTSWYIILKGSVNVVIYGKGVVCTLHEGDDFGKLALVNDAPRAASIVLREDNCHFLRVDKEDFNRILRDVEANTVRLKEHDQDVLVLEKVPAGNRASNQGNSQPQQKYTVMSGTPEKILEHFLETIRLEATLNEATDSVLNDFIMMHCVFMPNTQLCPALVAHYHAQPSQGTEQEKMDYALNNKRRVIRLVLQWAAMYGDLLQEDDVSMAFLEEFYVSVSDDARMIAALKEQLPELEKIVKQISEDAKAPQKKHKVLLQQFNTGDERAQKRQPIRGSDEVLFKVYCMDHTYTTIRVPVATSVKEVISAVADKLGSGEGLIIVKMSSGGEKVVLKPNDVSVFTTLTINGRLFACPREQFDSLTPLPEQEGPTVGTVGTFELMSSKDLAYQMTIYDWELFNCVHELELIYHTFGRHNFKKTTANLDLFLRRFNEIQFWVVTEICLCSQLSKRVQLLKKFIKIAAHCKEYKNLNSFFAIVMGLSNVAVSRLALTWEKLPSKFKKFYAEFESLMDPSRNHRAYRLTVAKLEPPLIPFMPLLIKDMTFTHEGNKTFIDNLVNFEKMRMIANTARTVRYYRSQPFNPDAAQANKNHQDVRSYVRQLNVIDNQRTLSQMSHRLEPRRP
ATXN2 expr inh = Primary qHTS for Inhibitors of ATXN expression; HEK-293 ATXN2-luciferase reporter, luminescence, 24 h; Potency, µM (highest dose often 57 µM), without a hit: top-dose activity change, negative = inhibition, hits mostly inhibitors; 360,000 tested, 0.72% active; AID 1745845, 2022; note: % is set by controls: 0 for no effect and ±100 for the full control effect; nearly all actives have a fitted effect of over 55% in size
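qHTS (up to 57 uM final) was run with 24 h compound exposure of reporter cells at 37 °C. Each well was multiplexed: SteadyGlo luminescence measured ATXN2-luciferase expression after a fluorogenic Gly-Phe-AFC viability readout (25 uM final).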
TGFb inhibitor = qHTS for Inhibitors of TGF-b. 410,000 tested, 1.2% active. HepG2 CAGA-GFP TGF-b/SMAD3 reporter, GFP fluorescence, 18 h; TGF-beta stimulated, 500 pg/mL final. AID 588855, 2011. Potency, µM (doses to about 46.1 µM), without a hit: at the highest dose activity, negative = inhibition, hits mostly inhibitors; note: % is set by controls: 0 for no effect and ±100 for the full control effect; nearly all actives have a fitted effect of over 65% in size
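GFP signal (ex488/em500-530) from TGF-beta-stimulated HEPG2 CAGA-GFP cells, 500 pg/mL final, 18 h at 37 degrees C in DMEM plus 1% FBS, normalized to unstimulated and DMSO-stimulated controls.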
Nrf2 inh = Nrf2 qHTS screen for inhibitors; A549 ARE-Fluc reporter, luciferase luminescence, 18-24 h; Potency, µM (titrated, usually from 46 µM), for inactives: top-dose activity change, negative = inhibition, hits mostly inhibitors; 360,000 tested, 2.1% active; AID 504444, 2011; note: % is set by controls: 0 for no effect and ±100 for the full control effect; nearly all actives have a fitted effect of over 60% in size
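A549 ARE_Fluc cells, 5000/well, 5% FBS OPTI-MEM; compounds in dose-response, 18-24 h at 37 °C/5% CO2; CellTiter-Fluor viability read (Ex 405/Em 525), then BugLite luciferase luminescence = Nrf2 activity.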
Nrf2 activator = qHTS of Nrf2 Activators | 410,000 tested, 0.31% active | AREc32 ARE-luciferase reporter (MCF7-derived line), luminescence, 24 h | Potency, µM (top dose mostly 46.1 µM), for inactives: at the top dose activation, most hits filed as activators; note: % of control where 0% means no effect; nearly all actives have a fitted effect of over 65% in size
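For detection, Steady-Glo was added and plates sat 30 min at RT; before that, AREc32_Fluc cells grown overnight in OPTI-MEM/5% FBS had been treated with 23 nL compound for 24 hr at 37 deg C.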
An asterisk follows results filed as active; i = inactive; ? = inconclusive; . = not tested or not shown; [ ] = another dose, or the depositor's remark. Calls come from the whole dose curve; as a rule, active = well fitted curve in the direction sought with a large enough effect; inconclusive = small, poorly fitted or top-dose-only effect, or another doubt; inactive = no such curve, though single readings can be large; an effect the other way counts as inactive or inconclusive. Potency is the fitted concentration of half-maximal effect. Not all compounds are listed; count on the stated rates, not on these rows.

SMILES | MCF10A rerep | S2 tox | HepG2 tox | A549 tox | EPAC2 antagonist | ATXN2 expr inh | TGFb inhibitor | Nrf2 inh | Nrf2 activator
NC(=O)CC(NC(=S)NCc1ccccc1)C(=O)O (configuration not stated) | 0% | i | -14% | 11% | 20% | 5% | 4% | -3% | -0.7%
COc1ccc(CSCC(=O)N/N=C/c2ccccc2OCc2ccccc2)cc1 | -4% | i | -20% | 1% | -5% | 13% | -8% | ? | 0.8%
COc1ccc(OC)c(C(=O)c2coc3ccc(O)cc23)c1 | ? | i | -11% | -9% | -2% | 10% | -7% | 10% | 4.0%
CN1CCN(CCOC2Cc3ccccc3Sc3ccc(Cl)cc32)CC1 (configuration not stated) | 23µM* | i | -29% | ? | -8% | -16% | ? | ? | 20%
NNC(=S)Nc1ccc(OC(F)(F)F)cc1 | 3% | i | -16% | 9% | -13% | -2% | 0% | 12% | -0.2%
Cc1cccc(NNC(=S)Nc2c(C)cccc2C)c1 | -2% | i | -12% | 7% | -1% | -11% | ? | 2% | 16%
O=S(=O)(Nc1ccc(Br)cc1)c1cccc(NC(=S)NCCN2CCOCC2)c1 | 9% | i | -18% | -2% | -9% | ? | 2% | -10% | 3.9%
Cc1ccccc1CN1CCN(C(=O)c2ccc(S(=O)(=O)NCc3ccco3)cc2)CC1 | ? | . | -18% | ? | -6% | . | -24% | ? | 20%
Cc1ncsc1C(=O)N1N=C2/C(=C/c3ccc(N4CCOCC4)cc3)CCCC2C1c1ccc(N2CCOCC2)cc1 (configuration not stated) | 5% | i | 24% | -2% | 10% | 5% | 1% | 11% | 0.2%
COc1ccccc1/C=C/C=N/n1c(-c2cc(-c3ccccc3)n[nH]2)n[nH]c1=S | ? | i | 11% | 2% | 5% | 12% | -19% | -22% | 2.8%
CCCNS(=O)(=O)c1ccc(OCC(=O)Nc2ccccc2F)cc1 | -5% | i | -2% | 1% | 6% | -7% | -1% | ? | 0.3%
O=C(Nc1ccc(N2CCOCC2)cc1N1CCOCC1)c1ccc([N+](=O)[O-])cc1Cl | -27% | i | 0% | -7% | 10% | 3% | 1% | -19% | -0.7%
COc1ccc(Br)c(C(=O)N2CCN(S(=O)(=O)/C=C/c3ccccc3)CC2)c1 | 3% | i | 19% | -9% | -13% | -22% | -17% | ? | -0.6%
O=C(C[C@@H]1C[C@@H]2c3cc(NS(=O)(=O)c4ccc(F)cc4)ccc3O[C@@H]2[C@H](CO)O1)NCc1ccc(Oc2ccccc2)cc1 | . | ? | -53% | . | ? | -36% | ? | . | 0.1%
O=C(c1cccc(N2CCCC2=O)c1)N1CCN(c2ccc(F)cc2)CC1 | 8% | i | 5% | 6% | 10% | 8% | 3% | 10% | -0.7%
CC1CC(CCC(=O)NC(=S)Nc2ccc(S(N)(=O)=O)cc2)C(=O)O1 (configuration not stated) | 0% | i | -4% | 2% | 3% | -7% | 5% | -5% | -0.2%
COC(=O)c1ccc2c(=O)n(CCc3ccc(S(N)(=O)=O)cc3)c(SCC(=O)C(C)(C)C)nc2c1 | . | ? | -88% | 2% | . | 3% | -7% | . | -1.1%
COc1ccc(OCc2cc(C(=O)NC3CCc4ccccc43)no2)c(Cl)c1 (configuration not stated) | 2% | i | -16% | -2% | 0% | -11% | -15% | 2% | -1.0%
CN(C)S(=O)(=O)c1ccc(NC(=O)COc2ncnc3sccc23)cc1 | 6% | i | -5% | 5% | 2% | -9% | 7% | -21% | 1.9%
COc1ccccc1NCC(=O)n1nc(C)cc1C | ? | i | -3% | 4% | 7% | -14% | 1% | 13% | 1.3%
O=C(C1CC1)N1CCN(c2nc3c(F)cc(F)cc3s2)CC1 | . | i | -5% | 2% | . | 5% | ? | . | 4.0%
O=C(NCc1cccnc1)c1cc(Cl)ccc1[N+](=O)[O-] | 1% | i | 8% | -11% | 12% | 1% | 2% | -12% | 0.4%
COc1ccc(N(C(=O)Cn2cnc3ccccc32)C(C(=O)NC2CCCCC2)c2ccccc2)cc1 (configuration not stated) | ? | i | -6% | -19% | -10% | 0% | ? | ? | 2.5%
O=C1CCCC2=C1C(c1cccc(Br)c1)n1nc(-c3ccco3)nc1N2 (configuration not stated) | 1% | i | -1% | -11% | 15% | -4% | 9% | -12% | 13%
COCCN1CCN(c2c3c(nc4cc(-c5cccc(F)c5)nn24)CCC3)CC1 | 0% | i | 1% | 7% | -1% | -12% | 9% | . | 3.0%

Overlap with the part before: 4 entries, followed by the next part.
SMILES | MCF10A rerep | S2 tox | HepG2 tox | A549 tox | EPAC2 antagonist | ATXN2 expr inh | TGFb inhibitor | Nrf2 inh | Nrf2 activator
O=C(NCc1cccnc1)c1cc(Cl)ccc1[N+](=O)[O-] | 1% | i | 8% | -11% | 12% | 1% | 2% | -12% | 0.4%
COc1ccc(N(C(=O)Cn2cnc3ccccc32)C(C(=O)NC2CCCCC2)c2ccccc2)cc1 (configuration not stated) | ? | i | -6% | -19% | -10% | 0% | ? | ? | 2.5%
O=C1CCCC2=C1C(c1cccc(Br)c1)n1nc(-c3ccco3)nc1N2 (configuration not stated) | 1% | i | -1% | -11% | 15% | -4% | 9% | -12% | 13%
COCCN1CCN(c2c3c(nc4cc(-c5cccc(F)c5)nn24)CCC3)CC1 | 0% | i | 1% | 7% | -1% | -12% | 9% | . | 3.0%
COC(=O)c1ccc(NC(=O)CN(C)S(=O)(=O)c2ccc3c(c2)CCCC(=O)N3)cc1 | . | ? | -28% | 0% | . | -33% | -2% | ? | 0.6%
Cc1ccc2c(c1)N(CC(=O)N1CCC(O)CC1)C(=O)CO2 | -5% | i | 2% | ? | -5% | 4% | 1% | -16% | -0.1%
CC(C)C[C@H](NC(=O)c1nc[nH]c1C(=O)N(C)Cc1ccccc1)C(=O)OC(C)(C)C | 0% | ? | -25% | -3% | -18% | -19% | -2% | -17% | 8.1%
OCC[C@H]1C[C@@H](O)[C@H](O)[C@@]2(CCCCO2)O1 | ? | i | 1% | 0% | 15% | 3% | -1% | -3% | -0.5%
Cc1cccc(N2C(=O)C(Cl)=C(N3CCOCC3)C2=O)c1 | 0% | i | 9% | -11% | 9% | 7% | 2% | -1% | 9.6%
CC(=O)c1c(C)nc(-c2ccc3c(c2)OCO3)n1O | ? | i | 4% | -1% | 15%[57.1 µM] | 6% | 10% | ? | 0.2%
CCN(CC)c1ccc(/C=N/N2CC(=O)NC2=S)cc1 | ? | i | 5% | -14% | 6% | 1% | 6% | -6% | 0.8%
COCC(=O)Nc1ccc(C(N)=O)cc1 | -179%[0.0737 µM] | i | -18% | -2% | -12% | 2% | -6% | -1% | -0.8%
CC1=CC(C)(C)NC(=S)N1c1cccc2ccccc12 | -15% | i | -1% | -17% | 14%[57.1 µM] | 1% | 0% | ? | -0.3%
COc1cccc(NC(=O)C2(C)CCN2Cc2ccccc2Cl)c1 (configuration not stated) | . | ? | -35% | . | ? | 21% | ? | . | 4.2%
Cc1nc(CSc2ccc(Cl)cc2)cc(N2CCOCC2)n1 | -2% | i | -24% | -12% | 1% | 14% | 18% | . | 0.3%
CC1CCCCN1S(=O)(=O)c1cccc(S(=O)(=O)N2CCOCC2)c1 (configuration not stated) | -7% | i | -3% | -4% | -5% | 22% | 2% | -11% | 0.2%
COc1ccc(-c2nn(-c3ccccc3)cc2/C=N/N2C(=O)CSC2=S)cc1 | ? | . | -46% | ? | 4% | ? | 1% | ? | 0.3%
COC(=O)c1[nH]c(C)c(/C(O)=C2\C(=O)C(=O)N(CCN3CCOCC3)C2c2cccnc2)c1C (configuration not stated) | -7% | i | 5% | 7% | 17% | 0% | 6% | . | 3.4%
NNC(=O)c1nc(-c2cccc(-n3cccc3)c2)no1 | ? | i | -51% | 0% | 2% | -25% | ? | 20% | 0.1%
Cc1ccc(C2c3[nH]c4ccccc4c3CCN2C(=O)CSc2ccccc2)cc1 (configuration not stated) | . | . | -25% | -7% | . | . | -32% | . | 5.5%
COc1ccc(NC(=O)CSc2nnc(-c3nonc3NC(C)=O)n2C)cc1Cl | . | i | -4% | 0% | . | -15% | 20% | -14% | 0.1%
CCN(CC)c1ccc(C(=O)OCC(=O)N(C(C)C)C(C)C)cc1 | 4% | . | 2% | 0% | 2% | 9% | 3% | 2% | -0.8%
O=S(=O)(O)c1cc(O)c2cc(Nc3ccccc3)ccc2c1 | 1% | i | 5% | -5% | -6% | -11% | -18% | -2% | 0.3%
N#CC(=C1C=CC(=NO)C(Cl)=C1)c1ccc(Cl)cc1 | ? | ? | -19% | -3% | 6% | 8% | ? | 9% | ?
Cc1ccc(C(=O)Nc2nncs2)cc1S(=O)(=O)N1CCOCC1 | -1% | ? | 0% | -6% | 7% | ? | 3% | ? | -0.1%
O=C(CN1CCN(c2ccccc2Cl)CC1)NC1CCCc2ccccc21 (configuration not stated) | 12% | i | 6% | 1% | -7% | -16% | ? | -5% | 1.3%
CCCCN1C(=O)C(CC(=O)NCc2cccc3ccccc23)CC(C(=O)N(C(C)C)C(C)C)=C1C (configuration not stated) | . | i | . | . | -8% | -33% | . | . | -0.7%
Cc1ccc2c(CSc3nnc(C4CC4)n3N)cc(=O)oc2c1C | 9% | i | -1% | 3% | -1% | 31%[activator] | 0% | 3% | 3.3%
Nc1nc(-c2ccccn2)nc(N)c1Cc1c(F)cccc1Cl | ? | i | -14% | ? | 0% | ? | -26% | ? | 1.0%
O=C(O)CCN1C(=O)CC(N2C(=O)/C(=C/c3ccc(Cl)cc3)SC2=S)C1=O (configuration not stated) | ? | ? | -29% | -5% | 6% | -2% | ? | 2% | 14%
